# Candida biofilm: clotrimazole potentiators killing Candida biofilms, primary screen, with clotrimazole, Alamar Blue. C. albicans biofilm + clotrimazole. inhibition, % at 6 µM. 85,000 compounds, 0.14% hits. AID 834, 2007;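 active = inhibition above 20%; inactive = inhibition below 20%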;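 note: preformed 24 hr biofilms exposed to compound for 48 hr; 0% = biofilm without compound and 100% = blank killed by clotrimazole plus chlorhexidine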
# TNFa cytotox: cytotoxicity in TNFa-stimulated HUVEC, primary screen, cytotoxicity control for VCAM1 expression modulator project, imaging, Hoechst nuclei count; cell count reduction, % at 2 µM; 93,000 compounds, 0.17% hits; AID 848, 2007; HUVEC TNFalpha-stimulated, Hoechst cell count;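 active = cell count reduction exceeding the screen mean by over 5 SD, scaled to untreated wells per plate, cut at about 78% in these data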;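 note: cells counted after 24 h of TNF alpha exposure following the 1 h pretreatment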
# hDAT+cocaine: changed hDAT dopamine uptake under cocaine IC80, either direction, primary screen, cocaine antagonist project, cell-based, LLC-PK1 hDAT, [14C]-dopamine uptake, MLSMR; B-score at 10 µM; LLC-PK1 hDAT cells, [14C]-dopamine uptake with cocaine IC80; actives deviate in either direction; AID 449768, 2010; Sodium-dependent dopamine transporter (Homo sapiens), Q01959; 110,000 compounds, 1.3% hits;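 active = Z score or B-score, a plate-position-corrected score, falls beyond the plate's 99.7% confidence bounds, in either direction; inactive = both scores lie inside the 99.7% bounds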;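 note: scored against the spread of the other compound wells on the same plate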
# Target sequence (Q01959 whole entry, looked up): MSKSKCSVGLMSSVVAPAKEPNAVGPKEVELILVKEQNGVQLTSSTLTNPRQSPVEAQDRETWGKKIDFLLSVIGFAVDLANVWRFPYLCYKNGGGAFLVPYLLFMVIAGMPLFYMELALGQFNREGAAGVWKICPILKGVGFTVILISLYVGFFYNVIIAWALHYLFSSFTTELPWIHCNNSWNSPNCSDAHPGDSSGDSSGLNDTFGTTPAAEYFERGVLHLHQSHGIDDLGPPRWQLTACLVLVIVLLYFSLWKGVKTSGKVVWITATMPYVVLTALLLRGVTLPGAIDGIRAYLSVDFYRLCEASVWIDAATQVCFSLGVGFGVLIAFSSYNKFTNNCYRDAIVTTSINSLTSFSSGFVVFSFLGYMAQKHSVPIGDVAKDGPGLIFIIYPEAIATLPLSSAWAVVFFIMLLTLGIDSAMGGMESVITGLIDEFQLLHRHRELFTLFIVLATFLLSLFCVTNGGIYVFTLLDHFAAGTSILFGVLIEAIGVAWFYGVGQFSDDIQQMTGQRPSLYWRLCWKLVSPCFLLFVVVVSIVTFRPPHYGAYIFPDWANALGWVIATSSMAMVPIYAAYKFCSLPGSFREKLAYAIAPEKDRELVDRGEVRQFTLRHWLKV
# VCAM1 TNFa inh: inhibitors of TNFa-induced VCAM1 expression, primary screen, imaging, HUVEC, TNFa stimulus, immunofluorescence; HUVEC TNFa-induced VCAM-1 immunofluorescence, high-content imaging; inhibition, % at 2 µM; 95,000 compounds, 0.48% hits; AID 802, 2007;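 active = inhibition above the batch mean plus 3 SD, with images confirmed as a hit by eye, cut at about 37% in these data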;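 note: 0% = TNF-stimulated DMSO wells and 100% = unstimulated control wells; not every result past the cut was called active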
# CYP2C19 inhib: blockers of cytochrome P450 2C19 activity – biochemical, luminescence, ADME assay, primary screen. inhibition, % at 5 µM. P33261. AID 778, 2007. CYP2C19 Supersomes, luciferin-H EGE luminescence, 30 min. 96,000 compounds, 21% hits;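 active = CYP2C19 inhibition above a set limit at 5 µM in the primary screen, cut at about 50% in these data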;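 note: plate controls were negative control wells for no effect and 2.5 mM tranylcypromine positive control for full effect; values of inactives mirror those of a sister screen read the other way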
# Target sequence (P33261 whole entry, looked up): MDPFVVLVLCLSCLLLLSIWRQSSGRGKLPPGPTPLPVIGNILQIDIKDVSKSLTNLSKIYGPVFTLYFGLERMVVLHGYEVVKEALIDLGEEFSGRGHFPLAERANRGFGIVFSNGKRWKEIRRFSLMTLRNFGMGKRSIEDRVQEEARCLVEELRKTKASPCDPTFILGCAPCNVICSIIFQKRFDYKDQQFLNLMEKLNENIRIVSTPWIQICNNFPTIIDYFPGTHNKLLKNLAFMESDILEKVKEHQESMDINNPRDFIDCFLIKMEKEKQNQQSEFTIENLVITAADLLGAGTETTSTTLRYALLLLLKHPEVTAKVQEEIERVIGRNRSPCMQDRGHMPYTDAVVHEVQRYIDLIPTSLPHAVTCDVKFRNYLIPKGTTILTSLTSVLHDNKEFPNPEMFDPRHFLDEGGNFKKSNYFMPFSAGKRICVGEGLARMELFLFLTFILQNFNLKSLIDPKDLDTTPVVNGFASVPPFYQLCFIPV
# CYP2C9 act: human CYP2C9 activators, primary screen, biochemical, luminescence; recombinant CYP2C9, luciferin-H conversion; hits give high values; factor 1 = untreated enzyme, 0 = blocked; activation factor at 5 µM; 96,000 compounds, 1.4% hits;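 active = activation factor of 2 or more for CYP2C9 at a 5 µM dose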;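 note: 0 = sulfaphenazole-blocked wells and 1 = vehicle-only wells; values of inactives mirror those of a sister screen read the other way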
# CYP2C9 inhib: blockers of cytochrome P450 2C9 activity – biochemical, luminescence, ADME assay, primary screen; CYP2C9 Supersomes, luciferin-H conversion; inhibition, % at 5 µM; 96,000 compounds, 20% hits; AID 777, 2007;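 active = blocking of liver enzyme CYP2C9 beyond about 50% at 5 µM, limit read from the data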; note: values of inactives mirror those of a sister screen read the other way
# CYP2C19 activ: human CYP2C19 activators, primary screen, biochemical, luminescence. Cytochrome P450 2C19 (Homo sapiens), P33261. recombinant CYP2C19, luciferin-H EGE luminescence; hits give high values; 0 = fully inhibited enzyme, 1 = untreated enzyme. 96,000 tested, under 10 active. activation factor at 5 µM;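 active = activation factor of at least 2 at 5 µM in the primary screen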;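 note: 0 = wells with 2.5 mM tranylcypromine and 1 = vehicle-only wells; values of inactives mirror those of a sister screen read the other way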
# HUVEC tox IL1B: cytotoxicity in IL-1B stimulated HUVEC, primary screen, cytotoxicity control for IL-1B NFkB translocation project, imaging, Hoechst nuclear count, IL-1B stimulus; HUVEC cell count loss; cell count reduction, % at 2 µM; 94,000 compounds, 0.41% hits;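 active = cell count reduction more than 3 SD above the screen-wide mean, cut at about 70% in these data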;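 note: normalized per plate to untreated control cells as the no-loss baseline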
# * hit, by the source's call; nt = no result given.
SMILES,Candida biofilm,TNFa cytotox,hDAT+cocaine,VCAM1 TNFa inh,CYP2C19 inhib,CYP2C9 act,CYP2C9 inhib,CYP2C19 activ,HUVEC tox IL1B
CC1CCC(C(=O)NC(C(=O)N2CCC(N3CCCCC3)CC2)C(C)C)CC1 (stereo unspecified),3,-5,-2.7*,3,-1,1,5,1,7
O=C(NC(NC1CCS(=O)(=O)C1)C(=O)c1ccccc1)c1ccc(Cl)cc1 (stereo unspecified),1,-44,0.051,13,13,1,4,0.9,-77
CC(C)n1c(NCc2cccs2)nc2ccccc21,2,-13,-0.27,8,37,0.7,29,0.6,0
c1ccc(CSc2nnc(-c3cccs3)o2)cc1,6,-23,0.00027,3,39,0.7,28,0.6,10
Cc1ccccc1CSc1nc2c(c(=O)[nH]1)CCCC2,2,4,nt,2,7,0.4,60*,0.9,15
O=C1Nc2cc(Cl)c(Cl)cc2N(O)N1c1ccc(Cl)cc1,-1,-1,-0.27,-11,-6,0.8,23,1.1,18
C=CCOc1ccc(CNC(C)(C)CO)cc1OC,nt,10,0.24,10,46,0.7,26,0.5,-6
S=C(c1ccc(N2CCCC2)cc1)N1CCCCC1,4,1,0.59,-5,16,1,-1,0.8,8
Cc1ccc(S(=O)(=O)C2(S(=O)(=O)c3ccc(C)cc3)CCCC2)cc1,-2,nt,nt,nt,83*,0.2,85*,0.2,nt
CC(=O)N(C)c1ccc(NC(=S)Nc2ccccc2)cc1,nt,-17,-1.1,6,34,1.1,-15,0.7,5
COc1cc(C2C(=O)N(C3CCCC3)CC(=O)N2Cc2ccco2)ccc1OC(C)C (stereo unspecified),-2,8,-0.17,-22,44,1,5,0.6,-1
COc1ccccc1CNS(=O)(=O)c1c(C)[nH]c(=O)[nH]c1=O,5,-1,-0.24,16,15,1.1,-12,0.8,10
CCSc1nc2c(c(=O)n1Cc1ccccc1)SC(C)C2 (stereo unspecified),4,-12,0.57,14,16,0.8,16,0.8,0
COc1ccc(/C=C/C(=O)Nc2c(C)nn(C)c2C)cc1COc1ccc(Cl)cc1Br,5,-48,0.16,-7,nt,nt,nt,nt,-19
Cc1nn2c(N3CCOCC3)c3c(nc2c1-c1ccccc1)CCCC3,5,-9,1.6,-8,-8,0.2,77*,1.1,19
Cc1n[nH]c(C)c1C(=O)CC1(O)C(=O)N(CCc2ccccc2)c2ccc(Cl)cc21 (stereo unspecified),5,4,-0.02,-14,99*,0.1,95*,0,-14
Cc1cc(NC(=O)CCc2ccc(C)o2)no1,9,-10,0.35,36,28,1.1,-14,0.7,-33
Cc1ccc(C2CC(C(F)(F)F)n3ncc(C(N)=O)c3N2)cc1 (stereo unspecified),1,8,-1,-6,14,0.8,23,0.9,13
COc1cccc(Cn2cnc3c(NS(=O)(=O)c4ccc(Cl)cc4Cl)c(C)c(C)cc32)c1,nt,4,-0.054,1,35,0.6,40,0.7,-13
COCCn1c(SCC(=O)Nc2nc(C)c(Cl)cc2Cl)nc2ccccc21,0,-16,0.023,-17,96*,0.8,22,0,-1
CCOc1ccc(N2C(=O)c3ccccc3C2O)cc1 (stereo unspecified),10,-16,-0.86,-3,0,1.2,-17,1,-4
CCOc1ccccc1N1CC(C(=O)Nc2nccs2)CC1=O (stereo unspecified),5,nt,0.95,nt,9,1.1,-13,0.9,nt
Cc1ncc([N+](=O)[O-])n1CCOC(=O)Nc1ccc(Cl)c(Cl)c1,nt,2,-0.15,-11,45,0.7,28,0.5,4
Cc1ccc(C)c2[nH]c(=O)c(CCNC(=O)CC(C)(C)C)cc12,4,-12,0.48,7,10,1.1,-6,0.9,4
CC(C)Cc1nc(N2CCN(C(=O)Cc3ccccc3)CC2)c(C#N)c2c1COC(C)(C)C2,3,nt,nt,nt,27,0.5,46,0.7,nt

# Results in CYP2C9 inhib and VCAM1 TNFa inh, for some of the entries so far:
Structure | CYP2C9 inhib | VCAM1 TNFa inh
c1ccc(CSc2nnc(-c3cccs3)o2)cc1 | 28 | 3
Cc1ccccc1CSc1nc2c(c(=O)[nH]1)CCCC2 | 60* | 2

# Later entries
SMILES,Candida biofilm,TNFa cytotox,hDAT+cocaine,VCAM1 TNFa inh,CYP2C19 inhib,CYP2C9 act,CYP2C9 inhib,CYP2C19 activ,HUVEC tox IL1B
COc1cccc(Nc2nc3ccccc3n3cnnc23)c1,9,-8,-1,-4,2,0.9,13,1,-4
CCOc1ccc2c(c1)-c1c(ssc1=S)C(C)(C)N2,nt,-12,0.2,11,72*,0.3,72*,0.3,14
COc1cc(-c2nc(-c3ccc4c(c3)-c3ccccc3S4(=O)=O)c(-c3ccccc3)[nH]2)cc(OC)c1O,6,-8,-0.39,-3,79*,0.2,78*,0.2,-10
CC(NC(=O)c1ccc(C(C)(C)C)cc1)C(=O)O (stereo unspecified),4,-34,-0.56,6,7,1,2,0.9,-17
CN(C)c1ccc(CNC(=O)c2ccc(CNc3c(N4CCCCC4)c(=O)c3=O)cc2)cc1,nt,-33,0.21,-2,7,0.9,6,0.9,9
COc1ccc(NC(=O)c2sc3cc(C(F)(F)F)cnc3c2-c2cccs2)cc1,5,-5,-0.69,-17,30,0.8,24,0.7,nt
CN1CCN(C(=O)NC2CCCCC2)CC1,5,3,1.1,15,nt,nt,nt,nt,21
CC(c1cccnc1)N(C(=O)Nc1ccccc1)C1CCCCC1 (stereo unspecified),2,-32,0.4,7,11,0.9,11,0.9,4
O=C(O)c1ccc(N(c2ccccc2)c2ccccc2)cc1,-2,-28,0.25,12,nt,nt,nt,nt,6
COc1ccc(CNC(=O)c2cc3c(=O)n4ccccc4nc3n(CC3CCCO3)c2=N)cc1 (stereo unspecified),1,nt,-0.028,nt,6,0.9,10,0.9,nt
c1ccc2c(-c3nc4ncccc4o3)cccc2c1,5,-17,nt,0,-1,3.3*,-228,1,28
COC(=O)c1sccc1NC(=O)c1cc(-c2cc(C)ccc2C)nc2ccccc12,nt,6,0.33,6,18,0.5,47,0.8,29
CCSC1=C(C#N)C2(CCCCC2)C(C#N)C(=O)N1 (stereo unspecified),4,-14,0.55,0,12,0.7,30,0.9,-7
Fc1ccc(CN(Cc2ccccc2)C(c2cccs2)c2nnnn2C2CCCCC2)cc1 (stereo unspecified),6,-1,-0.8,9,-6,0.8,23,1.1,21
CCOC(=O)N1CCC(NC(=O)CN(C)S(=O)(=O)c2cc3c(cc2Cl)NC(=O)CO3)CC1,0,-40,-0.96,-9,-4,0.4,56*,1,2
Cc1ccc(Cc2cnc(NC(=O)/C(C#N)=C/c3ccc(-c4ccc([N+](=O)[O-])cc4)o3)s2)cc1,nt,-20,1.6,10,-13,1,2,1.1,-15
O=C1Nc2ccccc2C(O)(C(=O)N2CCCCC2)N1c1ccccc1 (stereo unspecified),10,nt,0.14,nt,3,0.9,10,1,nt
Cc1cccc(C)c1-n1c(C)cc(/C=N/NC(N)=S)c1C,nt,2,0.045,25,91*,0.1,93*,0.1,11
CN(CC(=O)Nc1sccc1C#N)C1CCCCC1,7,0,1.8,16,nt,nt,nt,nt,-9
Clc1ccc(-c2csc(N3CCC(c4ccccc4)C3)n2)cc1 (stereo unspecified),nt,11,0.054,-1,1,0.8,22,1,-29
CN(Cc1cnn(C)c1)C(=O)C1CCCCC1C(=O)O (stereo unspecified),8,-20,0.056,-8,nt,nt,nt,nt,-36
CCn1c(SCC(=O)N2CCCc3ccccc32)nc2ccccc2c1=O,3,-44,3.1*,-33,69*,0,97*,0.3,-26
CCCn1cc(S(=O)(=O)CC(=O)Nc2ccc(OCC)cc2)c2ccccc21,9,nt,-0.82,nt,24,0.7,30,0.8,nt
O=C(c1ccccc1F)N1CCC(N2CCCCCC2)CC1,9,25,-0.25,23,nt,nt,nt,nt,-10
Cn1nnnc1SCC(=O)NC(=O)Cc1ccccc1,2,-13,-0.87,8,27,1,4,0.7,0

# The list goes on:
SMILES,Candida biofilm,TNFa cytotox,hDAT+cocaine,VCAM1 TNFa inh,CYP2C19 inhib,CYP2C9 act,CYP2C9 inhib,CYP2C19 activ,HUVEC tox IL1B
COc1ccc(S(=O)(=O)N(Cc2cccs2)C2CCCC2)cc1,5,-14,-0.65,-7,6,1,-4,0.9,6
O=c1cc(/C=C/c2cccs2)[nH]c2ccccc12,3,9,-0.56,12,10,0.6,38,0.9,17
Cc1cn2c(nc1=O)OC1C(O)C(COC(=O)c3ccccc3)OC12 (stereo unspecified),4,-34,0.38,-20,7,0.8,21,0.9,2
CCCC(C(=O)NC1CCCC1)N(Cc1cccs1)C(=O)c1snc(C(N)=O)c1N (stereo unspecified),13,nt,-0.29,nt,28,0.8,19,0.7,nt
CCOCCn1c(COc2ccccc2)nc2ccccc21,-2,-1,-0.076,-16,51*,0.9,15,0.5,7
CSCC[C@H](NC(=O)Nc1ccc(C)cc1C)C(=O)O,9,-10,-0.53,8,-11,1,-2,1.1,-16
COc1cccc(C(=O)Nc2ccc(NC(=O)C(C)(C)C)cn2)c1,-7,-14,-0.18,16,-3,1.1,-13,1,-1
COc1ccccc1C(=O)Nc1c2c(nn1-c1cccc(C)c1C)CS(=O)(=O)C2,11,nt,-1.3,-57,-2,1.1,-8,1,-9
CCOC(=O)c1sc(NC(=O)C(C)(C)C)cc1C,14,0,2.3,9,26,0.7,31,0.7,-3
COc1ccc(C(=O)Nc2nc(N3C(=O)c4ccccc4C3=O)n(-c3ccccc3)n2)cc1,6,-42,-0.091,-2,15,1.1,-6,0.8,10
CCCCCCC1CC(C)(/C(C)=N/NC(N)=O)OC1=O (stereo unspecified),1,0,0.27,2,14,0.9,7,0.9,16

# An excerpt of these results, as labelled records:
> COc1ccccc1C(=O)Nc1c2c(nn1-c1cccc(C)c1C)CS(=O)(=O)C2
  Candida biofilm = 11 | TNFa cytotox = nt | hDAT+cocaine = -1.3 | VCAM1 TNFa inh = -57 | CYP2C19 inhib = -2 | CYP2C9 act = 1.1 | CYP2C9 inhib = -8 | CYP2C19 activ = 1 | HUVEC tox IL1B = -9
> CCCC(C(=O)NC1CCCC1)N(Cc1cccs1)C(=O)c1snc(C(N)=O)c1N (stereo unspecified)
  Candida biofilm = 13 | TNFa cytotox = nt | hDAT+cocaine = -0.29 | VCAM1 TNFa inh = nt | CYP2C19 inhib = 28 | CYP2C9 act = 0.8 | CYP2C9 inhib = 19 | CYP2C19 activ = 0.7 | HUVEC tox IL1B = nt
> CCOCCn1c(COc2ccccc2)nc2ccccc21
  Candida biofilm = -2 | TNFa cytotox = -1 | hDAT+cocaine = -0.076 | VCAM1 TNFa inh = -16 | CYP2C19 inhib = 51* | CYP2C9 act = 0.9 | CYP2C9 inhib = 15 | CYP2C19 activ = 0.5 | HUVEC tox IL1B = 7
> Cc1cn2c(nc1=O)OC1C(O)C(COC(=O)c3ccccc3)OC12 (stereo unspecified)
  Candida biofilm = 4 | TNFa cytotox = -34 | hDAT+cocaine = 0.38 | VCAM1 TNFa inh = -20 | CYP2C19 inhib = 7 | CYP2C9 act = 0.8 | CYP2C9 inhib = 21 | CYP2C19 activ = 0.9 | HUVEC tox IL1B = 2

# Assay outcomes as filed in PubChem.
